IMPase Li inh: membrane-permeable IMPase blocker, potentiated with lithium; 0.35% of 210,000 active; Potency, µM (doses to about 59.4 µM), for the others: at the top dose activity, negative = IMPase inhibition, hits mostly inhibitors; AID 1457; CHO-M1 cells, IP1 TR-FRET (IP-One), carbachol + lithium;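 also: IP1 builds up when IMPase is blocked and the TR-FRET signal falls; potency is read from the fitted curve at half-maximal effect; plate controls were basal vehicle for no effect and high inhibitor control for full effect; nearly all actives have a fitted effect of over 50% in size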
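CHO cells stably expressing M1 receptor (2000/well) were cultured 16–30 h, then exposed to compounds with a small lithium addition for 30 min at 37C. IP1 was measured by TR-FRET competition; AC50 from Hill fits.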
NPSR antagonist: blocks cAMP signaling of the human neuropeptide S receptor; Q6W5P4; CHO-NPSR cells, cAMP TR-FRET, antagonist mode; Potency, µM (titrated, usually from 38.3 µM), without a hit: at the highest dose activity change, negative = inhibition, most hits filed as inhibitors; 1% of 220,000 active; also: potency is read from the fitted curve at half-maximal effect; % is scaled to controls: 0 for no effect and ±100 for the full control effect; nearly all actives have a fitted effect of over 50% in size; many of its hits are not listed in these tables
Target sequence (Q6W5P4 whole entry, looked up): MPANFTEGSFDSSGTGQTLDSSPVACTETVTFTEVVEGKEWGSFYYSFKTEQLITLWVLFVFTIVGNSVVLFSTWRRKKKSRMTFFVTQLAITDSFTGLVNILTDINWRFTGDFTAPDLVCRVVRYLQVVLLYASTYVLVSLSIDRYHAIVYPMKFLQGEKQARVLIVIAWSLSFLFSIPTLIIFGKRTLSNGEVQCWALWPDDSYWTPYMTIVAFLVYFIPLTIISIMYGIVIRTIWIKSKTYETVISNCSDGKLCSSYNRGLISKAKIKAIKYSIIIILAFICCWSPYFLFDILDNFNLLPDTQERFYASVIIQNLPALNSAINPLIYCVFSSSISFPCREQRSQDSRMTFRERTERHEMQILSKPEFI
Epigenetic reg: derepresses silenced GFP reporter in murine cells. AID 1865. Potency, µM (series often up to 53.9 µM), for the others: at the highest dose GFP activation, hits mostly activators. murine LDR cells, GFP reporter derepression, 30 h. 0.2% of 280,000 active; also: potency is read from the fitted curve at half-maximal effect; % of control where 0% means no effect; nearly all actives have a fitted effect of over 60% in size
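GFP-positive cell count by laser-scanning cytometry (objects 20–120 um) after 30 h, 37 C compound exposure of murine LDR cells; reporter is CMV-GFP integrated at a silenced locus, inducible by HDAC or DNMT inhibitors.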
HttQ103 aggreg: reduces HttQ103-GFP aggregates in PC12 cells. PC12 HttQ103-GFP aggregates, Acumen cytometry, 40 h. Potency, µM (doses to about 46.1 µM), without a hit: at the top dose activity change, negative = inhibition, actives largely listed as inhibitors. 1.1% of 220,000 active; also: potency is read from the fitted curve at half-maximal effect; % is scaled to controls: 0 for no effect and ±100 for the full control effect; nearly all actives have a fitted effect of over 60% in size
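Inducible Q103 Huntingtin exon 1–GFP PC12 line, 1500 cells/well in phenol red free DMEM with 5% equine and 5% calf serum. Tebufenozide 100 nM induced expression; compounds titrated; aggregates quantified by cytometry.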
Lamin A splicing: changes lamin A minigene splicing in HeLa cells; 0.01% of 200,000 active; HeLa LMNA splicing GFP/RFP minigene ratio, 48 h; Potency, µM (doses to about 46.1 µM), for inactives: top-dose ratio change, negative = inhibition, most hits filed as inhibitors; active = well fitted inhibition curve with a large enough effect in the signal ratio, with a control signal flat, not every such curve was filed as active; inconclusive = small, poorly fitted or top-dose-only effect, or effect the other way, or a change in a side signal; the % refers to the signal ratio; also: potency is read from the fitted curve at half-maximal effect; % is scaled to controls: 0 for no effect and ±100 for the full control effect
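S3 HeLa stable clones carrying a lamin A-EGFP splicing minigene plus DsRed2 were seeded at 600 cells/well in Opti-MEM with 2% FBS, pin-dosed and incubated 48 h at 37°C. Acumen cytometry (488 nm) gave the GFP/RFP total-intensity ratio.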
KinaseGlo FLuc: Kinase-Glo luciferase inhibition (counter-screen); Q27757; Kinase-Glo luciferase, ATP luminescence, 8 min; Potency, µM (highest dose often 38.3 µM), for the others: at the top dose activity change, negative = inhibition, hits mostly inhibitors; 0.28% of 200,000 active; also: potency is read from the fitted curve at half-maximal effect; % is scaled to controls: 0 for no effect and ±100 for the full control effect; nearly all actives have a fitted effect of over 60% in size
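Compound is pinned into ATP-containing buffer (10 uM ATP, imidazole pH 7.2, 7 mM MgCl2). Kinase-Glo luciferase reagent is then added. Light output is recorded following an 8-min room-temperature incubation.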
CBFb-RUNX1 inh: inhibitors of human CBF-beta and RUNX1 interaction | Potency, µM (series often up to 59.8 µM), for inactives: at the top dose activity, negative = inhibition, hits mostly inhibitors | Q01196+Q13951 | AlphaScreen CBFb-His/RUNX1-biotin binding, biochemical | 230,000 tested, under 10 active; also: % of control where 0% means no effect
Target sequence (Q01196 whole entry, looked up): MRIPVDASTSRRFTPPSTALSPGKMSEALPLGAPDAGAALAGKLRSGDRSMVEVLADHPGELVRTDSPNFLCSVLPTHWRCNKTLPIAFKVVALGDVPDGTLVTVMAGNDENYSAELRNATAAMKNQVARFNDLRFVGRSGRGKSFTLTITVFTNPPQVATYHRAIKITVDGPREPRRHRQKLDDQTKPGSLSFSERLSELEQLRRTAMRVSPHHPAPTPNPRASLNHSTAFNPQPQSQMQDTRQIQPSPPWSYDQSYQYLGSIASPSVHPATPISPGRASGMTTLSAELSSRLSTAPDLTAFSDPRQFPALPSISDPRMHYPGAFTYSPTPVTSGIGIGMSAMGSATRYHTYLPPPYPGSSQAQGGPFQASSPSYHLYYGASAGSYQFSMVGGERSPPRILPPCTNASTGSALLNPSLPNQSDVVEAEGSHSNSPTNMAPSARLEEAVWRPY
Target sequence (Q13951 whole entry, looked up): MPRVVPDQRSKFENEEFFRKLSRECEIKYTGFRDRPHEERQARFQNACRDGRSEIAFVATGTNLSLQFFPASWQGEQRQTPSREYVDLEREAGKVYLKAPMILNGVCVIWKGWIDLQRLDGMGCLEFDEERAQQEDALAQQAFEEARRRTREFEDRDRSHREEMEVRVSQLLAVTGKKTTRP
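Proteins preincubated together for 20 min at RT before compound addition; 15 min later, nickel and streptavidin beads were added and left 90 min prior to AlphaScreen measurement.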
* marks the source's active call; other numbers are inactive results; u = inconclusive; x = not tested or not shown; [ ] = dose if it differs, or a comment. Unless noted, calls follow the shape of the dose curve; as a rule, active = well fitted curve in the direction sought with a large enough effect; inconclusive = small, poorly fitted or top-dose-only effect, or another doubt; inactive = no such curve, though single readings can be large; an effect the other way counts as inactive or inconclusive. Some of the compounds tested; the hit share may differ from the screen's.

SMILES	IMPase Li inh	NPSR antagonist	Epigenetic reg	HttQ103 aggreg	Lamin A splicing	KinaseGlo FLuc	CBFb-RUNX1 inh
Cn1c(Cc2ccccc2)nnc1SCC(=O)Nc1cccc(S(=O)(=O)NC2=NCCCCC2)c1	0%	11%	1.3%	8%	6%[46 µM]	1%	-3%
COC(=O)c1cnc(N2CCCN(S(=O)(=O)c3ccccc3)CC2)nc1C(F)(F)F	x	20%	0.5%	-27%[9.22 µM]	x	x	17%
COc1cccc(/C=N/Nc2nnc3c(n2)[nH]c2ccccc23)c1OC	x	-5%	10%	-6%[9.22 µM]	x	x	10%
O=C(COc1ccc(Cl)cc1Cl)Nc1ccccc1NS(=O)(=O)c1cccs1	-23%	-25%	-1.9%[10.1 µM]	20%[9.22 µM]	x	0%	5%
CN(CC(=O)OCC(=O)NC(=O)c1cccn1C)S(=O)(=O)c1ccc(Cl)cc1	36%[activator][38.3 µM]	-18%[46.1 µM]	0.3%	-8%	-5%	-5%	-1%
O=C(CCC(=O)OCC(=O)c1cccc([N+](=O)[O-])c1)NC1CCCCC1	x	0%[7.67 µM]	-1.4%	-1%[9.22 µM]	x	x	6%
COc1ccc(-c2coc3cc(O)ccc3c2=O)c(OC)c1	3%	x	1.3%	x	x	-2%	16%
CCCC1=NN(c2ccc([N+](=O)[O-])cc2)C(=O)/C1=C/N(C)C	-3%	3%	0.0%	u	u	-2%	-4%
COc1cc(/C=C(\C#N)C(=O)NC2CCCCC2)ccc1OCc1ccc(C(=O)O)cc1	-3%	-52%	1.4%	15%[9.22 µM]	x	4%	-2%
Cc1cccc(NC(=S)NCCc2ccc(S(N)(=O)=O)cc2)c1C	3%	16%	-1.1%	3%	-8%	-2%	8%
COc1ccc(C(C)=O)cc1COC(=O)Cc1n[nH]c(=O)c2ccccc12	4%[38.3 µM]	2%[46.1 µM]	0.0%	1%	10%	10%	-3%
CCOC(=O)Cc1csc(NC(=O)c2ccc(S(=O)(=O)N3CCCC3)cc2)n1	-7%[38.3 µM]	-12%[46.1 µM]	-1.2%	-14%	u	-4%	-3%
C=CCc1cc(C(=O)N2CCCCC2)ccc1O	-2%[38.3 µM]	-1%[46.1 µM]	0.0%	22µM*	u	-2%	2%
Cc1ccc2c(c1)c1cccc3c1n2CCN3CCC(N)=O	20%[38.3 µM]	-14%[46.1 µM]	-1.0%	-14%	12%	1%	-29%
Cc1ccc(C(C)C)c(OCC(=O)OCc2c(C)noc2C)c1	7%[38.3 µM]	-16%[46.1 µM]	2.0%	2%[9.22 µM]	-2%	-2%	14%
Cc1ccc(C(=O)N2CCN(S(=O)(=O)c3ccc(C)c([N+](=O)[O-])c3)C2)cc1	9%	7%	-0.5%	11%[9.22 µM]	6%[46 µM]	0%	-2%
Cc1ccc(Nc2nc(-c3c(C)n(C)n(-c4ccccc4)c3=O)c(C)s2)cc1	-2%[38.3 µM]	10%[46.1 µM]	1.9%	7%	12%	-2%	0%
C=CCNC(=O)c1ccccc1NC(=O)C1COc2ccccc2O1 (stereo not drawn)	18%	34%	10%	3.5µM*	u	-2%	-10%
C/C(=N\NC(=O)c1cc(Cl)ccc1O)c1ccc(Br)s1	-3%	-3%	-1.1%	u	-3%	-1%	2%
CC(C)n1c(SCC(=O)Nc2ccccc2N2CCOCC2)nc2c1c(=O)n(C)c(=O)n2C	23%	-7%[46.1 µM]	2.1%	-10%	-9%	3%	9%
O=C1NC2(CCCCCCC2)C(=O)N1Cc1ccc(F)cc1	x	35%	-1.3%	8%[9.22 µM]	x	x	3%
CCCCCCCCn1c2c(c(=N)c3ccccc31)CCC2	-2%	-2%	-0.1%	-23%[9.22 µM]	1%[46 µM]	-2%	7%
COC(=O)c1ccc(C2c3c(oc4ccc(Cl)cc4c3=O)C(=O)N2CCN2CCOCC2)cc1 (stereo not drawn)	x	-5%	-1.0%	-17%[9.22 µM]	x	x	10%
COc1ccccc1OCC(=O)Nc1ccc(O)cc1C(=O)O	-2%[38.3 µM]	2%[46.1 µM]	-0.2%	-3%	8%	0%	-2%
Cn1cc(C(c2ccccn2)c2cn(C)c3ccccc23)c2ccccc21	37%[activator][38.3 µM]	u	-0.2%	u	u	18%	u
O=C(NCc1n[nH]c(=S)n1-c1ccc([N+](=O)[O-])cc1)c1ccc(S(=O)(=O)N2CCOCC2)cc1	1%	1%	2.8%	5%	11%[46 µM]	5%	3%
O=C(N/N=C/c1ccco1)c1ccc(C(=O)N/N=C/c2ccco2)o1	10%	-50%	-0.6%	6%	6%[46 µM]	-4%	-24%
Cc1cccc(NCc2ccccc2O)c1C	-4%[38.3 µM]	-3%[46.1 µM]	0.0%	16%	-5%	2%	4%
CCCn1c(SCC(=O)NC(C)(C)C)nnc1C(C)C	23%[38.3 µM]	-7%[46.1 µM]	-1.0%	-11%	-7%	0%	3%
CCOc1cc(N2CCOCC2)c(OCC)cc1NC(=O)CCS(=O)(=O)c1ccc(Cl)cc1	5%[38.3 µM]	-9%[46.1 µM]	-2.9%	8%	11%	-2%	-5%
CCC(=O)NCc1c(C)c(C)n(Cc2ccccc2)c1-n1cccc1	8%	-40%	-1.7%	29%	17%[46 µM]	1%	-2%
O=C1c2cccc3cccc(c23)C(=O)N1CCN1CCN(CC(O)COc2ccc3ccccc3c2)CC1 (stereo not drawn)	12%	12%	1.0%	u	-18%	-1%	-2%
O=C(CSc1nnc2scc(-c3ccc(Cl)cc3)n12)NCc1ccco1	28%[38.3 µM]	-8%[46.1 µM]	1.1%	-15%	-1%	1%	3%
Fc1cccc(NC(=S)Nc2cccnc2)c1	-1%	23%	-1.2%	-3%	-11%[46 µM]	-1%	17%
CCOC(=O)c1nc(C)nc(Sc2n[nH]c(-c3ccccc3)n2)c1C	x	21%	1.1%	-16%[9.22 µM]	x	x	0%
Cc1c(O)ccc2c(CN3CCN(CCO)CC3)cc(=O)oc12	-15%	5%	-1.0%	1%	-9%	-2%	-1%
Cc1cccc(NC(=S)N2CCN(c3ccccc3)CC2)c1	7%	0%	0.0%	33%[9.22 µM]	17%[46 µM]	0%	2%
O=C(CSc1ccc2c(c1)OCCO2)NC(=O)NC1CCCC1	7%[38.3 µM]	-20%[46.1 µM]	-4.1%	-4%	u	4%	4%
CCOc1cccc(C(=O)NC2CCCCC2)c1	-3%[38.3 µM]	-2%[46.1 µM]	0.0%	-16%	-16%	5%	11%
Cc1cc(C)cc(NC(=O)CN2CCN(CCN=CC3=C(O)CC(C)(C)CC3=O)CC2)c1	2%	7%	-1.0%	-3%	-7%	-2%	1%
COC(=O)c1cc(/C=C/c2ccccc2)on1	10%[38.3 µM]	-12%[46.1 µM]	3.2%	6%	-1%	-1%	5%
COc1ccc(CNC(=O)C2CC(C)=C(C)CC2C(=O)O)cc1 (stereo not drawn)	25%[38.3 µM]	-7%[46.1 µM]	6.1%	21%	-5%	-4%	0%
COc1ccc(Cl)cc1C(=O)NCc1cnn(C)c1C	9%	-3%[46.1 µM]	0.0%	-9%	6%	-2%	12%
COc1cc2nc(Cl)nc(N3CCCCC3)c2cc1OC	-2%	6%	-1.9%	2%	x	2%	3%
CCOC(=O)c1[nH]c2ccc(Br)cc2c1NC(=O)CCN1CCC(C)CC1	42%[activator][38.3 µM]	0%[46.1 µM]	0.5%	0%	-6%	0%	2%
O=c1[nH]nc(SCCS(=O)(=O)c2ccc(F)cc2)n1-c1ccccc1C(F)(F)F	x	13%	12%	-2%[9.22 µM]	x	x	7%
CC(NC(=O)Nc1ncccn1)(C(F)(F)F)C(F)(F)F	23%[38.3 µM]	8%[46.1 µM]	0.0%	-6%	-10%	-3%	0%
COc1ccc(C(=O)N/C(=C\c2cn(C)c3ccccc23)C(=O)OCCN(C)C)cc1	x	-4%	-1.3%	4%[9.22 µM]	x	x	5%
Cc1cccc(NC(=S)NC(=O)c2cccs2)n1	-12%[38.3 µM]	-9%[46.1 µM]	-1.7%	-4%	16%[0.0737 µM]	-5%	4%
Fc1ccc(Cn2cnc3ccccc32)cc1	23%[38.3 µM]	-7%[46.1 µM]	-0.1%	-5%	-2%	2%	1%
COc1ccc2[nH]c(=O)c(CN(C(=O)C3CCCO3)c3cccc(C)c3)cc2c1 (stereo not drawn)	21%[38.3 µM]	-6%[46.1 µM]	0.0%	-13%	8%	-4%	1%
COC(=O)c1cc(OC)c(OC)cc1NC(=O)c1ccoc1C	-5%	7%[46.1 µM]	-2.2%	-10%	-6%	1%	6%
C#CCCOC(=O)N1C2=NC(C(=O)OC)=C(C(=O)OC)[C@@H]3Nc4ccccc4[C@]23C[C@H]1C(=O)OC	-5%	x	x	x	u	0%[7.66 µM]	4%[13.1 µM]
Cc1ccc(N=Nc2c(C)[nH]n(C(N)=S)c2=O)cc1	10%	-3%	-1.1%	11%	x	-2%	7%
COC(=O)c1cc(Cl)c(NC(=O)/C=C/c2ccc(OC)c(OC)c2)cc1OC	10µM*	u	-0.9%	5%	-16%	1%	-10%
O=C(O)c1ccc(N2C(=O)CC(N3CCC(c4nc5ccccc5[nH]4)CC3)C2=O)cc1 (stereo not drawn)	4%	11%	5.6%	22%	-12%[46 µM]	-1%	6%
CC(=O)Nc1cc(C(C)C)c(O)c(C(C)C)c1	-10%[38.3 µM]	14%[46.1 µM]	0.0%	-3%	-1%	1%	2%
Cc1ccc(C(=O)N2CCN(S(=O)(=O)c3ccccc3[N+](=O)[O-])CC2)o1	4%	3%	-0.2%	12%	u	-2%	1%
CCCC(=O)NCCc1cc2ccc(OC)cc2[nH]c1=O	8%[38.3 µM]	3%[46.1 µM]	0.0%	4%	-3%	0%	6%
ON1C(c2ccc(Cl)cc2Cl)N(O)[C@H]2CCCC[C@H]21 (stereo partly drawn)	2%[38.3 µM]	-16%[46.1 µM]	-0.8%	-6%	7%	2%	4%

Rewritten with two lines to a compound: part of the list above
Values run as follows: IMPase Li inh, NPSR antagonist, Epigenetic reg, HttQ103 aggreg, Lamin A splicing, KinaseGlo FLuc, CBFb-RUNX1 inh
CCOC(=O)c1[nH]c2ccc(Br)cc2c1NC(=O)CCN1CCC(C)CC1
→ 42%[activator][38.3 µM], 0%[46.1 µM], 0.5%, 0%, -6%, 0%, 2%
O=c1[nH]nc(SCCS(=O)(=O)c2ccc(F)cc2)n1-c1ccccc1C(F)(F)F
→ x, 13%, 12%, -2%[9.22 µM], x, x, 7%

High-throughput results deposited in PubChem by National Center for Advancing Translational Sciences (NCATS).
